Screening results (PubChem BioAssay)
Cav3 T inh: inhibitors of human Cav3.2 T-type calcium channel. Cav3.2-expressing cells, Fluo-4 calcium fluorescence FDSS; stronger effect = lower value. B-score at 10 µM. actives 4% (n = 100,000). AID 449739;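 active = single-dose well whose peak fluorescence ratio is a statistical outlier from its plate by either plate-standardised score or position-corrected B-score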
Target sequence (O95180 whole entry, looked up): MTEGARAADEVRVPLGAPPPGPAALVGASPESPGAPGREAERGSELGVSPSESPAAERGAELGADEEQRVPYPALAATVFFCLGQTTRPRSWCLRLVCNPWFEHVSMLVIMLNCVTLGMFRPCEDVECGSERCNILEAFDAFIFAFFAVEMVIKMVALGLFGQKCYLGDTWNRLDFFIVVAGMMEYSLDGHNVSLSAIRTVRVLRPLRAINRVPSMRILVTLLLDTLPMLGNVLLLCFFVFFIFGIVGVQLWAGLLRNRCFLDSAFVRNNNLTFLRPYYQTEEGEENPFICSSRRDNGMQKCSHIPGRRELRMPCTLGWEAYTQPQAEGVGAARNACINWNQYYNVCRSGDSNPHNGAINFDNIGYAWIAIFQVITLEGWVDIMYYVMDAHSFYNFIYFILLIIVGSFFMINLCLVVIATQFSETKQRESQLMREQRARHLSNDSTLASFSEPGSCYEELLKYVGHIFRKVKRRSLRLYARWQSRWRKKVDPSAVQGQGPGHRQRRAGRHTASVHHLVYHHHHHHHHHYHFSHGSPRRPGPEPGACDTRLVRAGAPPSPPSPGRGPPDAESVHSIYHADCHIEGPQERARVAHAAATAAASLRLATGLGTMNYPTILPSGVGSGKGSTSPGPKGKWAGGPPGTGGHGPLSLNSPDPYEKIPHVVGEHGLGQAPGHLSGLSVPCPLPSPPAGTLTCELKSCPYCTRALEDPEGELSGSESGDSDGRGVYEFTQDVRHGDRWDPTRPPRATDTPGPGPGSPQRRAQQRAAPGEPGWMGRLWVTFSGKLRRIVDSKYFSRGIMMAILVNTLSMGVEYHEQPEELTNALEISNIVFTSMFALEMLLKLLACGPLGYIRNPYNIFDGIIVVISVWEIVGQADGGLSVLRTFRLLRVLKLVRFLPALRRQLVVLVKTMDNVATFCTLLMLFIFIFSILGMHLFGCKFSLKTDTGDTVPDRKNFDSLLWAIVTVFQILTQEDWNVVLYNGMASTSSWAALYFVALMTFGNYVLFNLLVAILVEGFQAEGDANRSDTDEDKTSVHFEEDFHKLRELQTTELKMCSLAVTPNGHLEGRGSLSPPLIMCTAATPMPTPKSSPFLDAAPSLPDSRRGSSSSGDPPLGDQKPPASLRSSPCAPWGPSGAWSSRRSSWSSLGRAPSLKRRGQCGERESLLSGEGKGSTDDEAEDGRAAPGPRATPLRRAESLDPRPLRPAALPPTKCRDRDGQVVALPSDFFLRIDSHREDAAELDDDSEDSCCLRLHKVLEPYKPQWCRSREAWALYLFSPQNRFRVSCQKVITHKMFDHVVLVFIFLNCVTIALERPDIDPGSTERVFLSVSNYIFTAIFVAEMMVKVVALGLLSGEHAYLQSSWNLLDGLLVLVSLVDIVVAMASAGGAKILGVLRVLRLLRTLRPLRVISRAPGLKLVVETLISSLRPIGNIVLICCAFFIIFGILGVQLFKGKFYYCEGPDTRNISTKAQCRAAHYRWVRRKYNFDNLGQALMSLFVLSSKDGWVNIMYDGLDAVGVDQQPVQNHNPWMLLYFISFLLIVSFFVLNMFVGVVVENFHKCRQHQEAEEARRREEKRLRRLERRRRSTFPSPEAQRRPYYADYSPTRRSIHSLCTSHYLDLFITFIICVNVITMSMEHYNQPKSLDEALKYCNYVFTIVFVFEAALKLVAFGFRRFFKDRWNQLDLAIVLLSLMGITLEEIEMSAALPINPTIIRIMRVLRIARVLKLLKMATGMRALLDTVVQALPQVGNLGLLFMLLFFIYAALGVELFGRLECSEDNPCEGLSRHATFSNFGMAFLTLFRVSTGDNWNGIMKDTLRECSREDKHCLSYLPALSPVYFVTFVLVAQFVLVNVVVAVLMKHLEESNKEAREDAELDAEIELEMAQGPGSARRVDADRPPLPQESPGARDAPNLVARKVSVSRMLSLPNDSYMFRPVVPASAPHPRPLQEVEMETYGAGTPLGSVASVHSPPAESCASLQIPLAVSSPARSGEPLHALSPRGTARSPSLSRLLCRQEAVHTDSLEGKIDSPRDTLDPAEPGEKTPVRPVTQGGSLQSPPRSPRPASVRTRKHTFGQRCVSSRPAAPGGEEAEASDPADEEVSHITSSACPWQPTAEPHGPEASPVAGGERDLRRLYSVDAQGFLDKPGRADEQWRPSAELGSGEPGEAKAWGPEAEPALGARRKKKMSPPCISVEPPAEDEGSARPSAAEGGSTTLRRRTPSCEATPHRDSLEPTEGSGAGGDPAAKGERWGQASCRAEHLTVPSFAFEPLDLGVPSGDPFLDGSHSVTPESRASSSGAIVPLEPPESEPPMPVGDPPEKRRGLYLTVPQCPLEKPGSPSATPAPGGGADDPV
* = called active by the depositor. These rows are one share of the data. The share of hits here may be higher or lower than overall.

SMILES | Cav3 T inh
CCOC(=O)C(CC)Sc1nnc2cc(C)c3ccccc3n12 (stereo not given) | 1
CC(=O)Nc1nonc1NC(=O)c1ccc(F)cc1 | -1.19
Clc1ccc(Cc2noc(-c3cccs3)n2)cc1 | -0.0554
CCOC(=O)c1ccc(NC(=O)c2c(C)[nH]c(C(=O)OCC)c2C)cc1 | 0.965
Cn1c(NC(=O)c2cc(Cl)ccc2Cl)cc(=O)n(C)c1=O | -0.461
CCN1CCCC1Cn1cnc2c([nH]c3ccc(Cl)cc32)c1=O (stereo not given) | 0.0363
COc1ccc(N2CCN(C(=O)CCCC3=NS(=O)(=O)c4ccccc4N3)CC2)cc1 | 0.681
O=C(CCCCCN1C(=O)C2C3C=CC(C3)C2C1=O)Nc1nccs1 (stereo not given) | 0.156
CCC(Sc1nc(C)cc(C)n1)C(=O)O (stereo not given) | 0.358
OC(CN1C2=NCCCN2c2ccccc21)c1ccc(Cl)cc1 (stereo not given) | -3.97
C/C(=N/NC(=O)c1ccoc1C)C12CC3CC(CC(C3)C1)C2 | -2.37
CC(C)OC(=O)c1sc2nc3c(cc2c1N)C(=O)CCC3 | 0.365
Cc1nc(C)c(-c2csc(NCCc3ccccc3)n2)s1 | -6.45*
CC1CC(=O)c2cnc(N3CCOCC3)nc2C1 (stereo not given) | -0.316
O=C(Oc1ccc(N(Cc2cccs2)C2=NS(=O)(=O)c3ccccc32)cc1)c1ccco1 | -1.83
COc1ccc(C2CC(c3c(-c4ccccc4)c4cc(Cl)ccc4[nH]c3=O)=NN2S(C)(=O)=O)cc1OC (stereo not given) | 3.42
CC12CCC(C(=O)N3CCCc4ccccc43)(CC1=O)C2(C)C (stereo not given) | 0.0889
O=C(Nc1ccccc1C(F)(F)F)N1CCCC(O)C1 (stereo not given) | -0.194
CCOC(=O)C1C(=O)NC(N2CCOCC2)=NC1c1ccco1 (stereo not given) | 0.0363
CC1(C)CC(=O)C=C(NCCN2CCN(C(=O)Nc3ccccc3)CC2)C1 | 0.538
COc1ccc(S(=O)(=O)n2nc(-c3cc(OC)c(OC)c(OC)c3)cc2N)cc1OC | 0.65
O=C(NCCNc1ccc([N+](=O)[O-])cc1)c1ccccc1Br | -0.00735
CCOC(=O)Cc1csc(NC(=O)c2sc3nc4c(C)cc(C)cc4cc3c2N)n1 | -3.34
COc1ccc(NC(=O)CN2CCCCC2)c([N+](=O)[O-])c1 | -0.0223

Sorted by SMILES length (smallest number first): part of the list above
SMILES | Cav3 T inh
CCC(Sc1nc(C)cc(C)n1)C(=O)O (stereo not given) | 0.358
Clc1ccc(Cc2noc(-c3cccs3)n2)cc1 | -0.0554
CC(=O)Nc1nonc1NC(=O)c1ccc(F)cc1 | -1.19
O=C(Nc1ccccc1C(F)(F)F)N1CCCC(O)C1 (stereo not given) | -0.194
Cc1nc(C)c(-c2csc(NCCc3ccccc3)n2)s1 | -6.45*
CCOC(=O)C(CC)Sc1nnc2cc(C)c3ccccc3n12 (stereo not given) | 1
CCOC(=O)C1C(=O)NC(N2CCOCC2)=NC1c1ccco1 (stereo not given) | 0.0363
CCN1CCCC1Cn1cnc2c([nH]c3ccc(Cl)cc32)c1=O (stereo not given) | 0.0363
O=C(NCCNc1ccc([N+](=O)[O-])cc1)c1ccccc1Br | -0.00735
C/C(=N/NC(=O)c1ccoc1C)C12CC3CC(CC(C3)C1)C2 | -2.37
O=C(CCCCCN1C(=O)C2C3C=CC(C3)C2C1=O)Nc1nccs1 (stereo not given) | 0.156
CCOC(=O)c1ccc(NC(=O)c2c(C)[nH]c(C(=O)OCC)c2C)cc1 | 0.965
CCOC(=O)Cc1csc(NC(=O)c2sc3nc4c(C)cc(C)cc4cc3c2N)n1 | -3.34
COc1ccc(N2CCN(C(=O)CCCC3=NS(=O)(=O)c4ccccc4N3)CC2)cc1 | 0.681
COc1ccc(C2CC(c3c(-c4ccccc4)c4cc(Cl)ccc4[nH]c3=O)=NN2S(C)(=O)=O)cc1OC (stereo not given) | 3.42

Going on with the list.
SMILES | Cav3 T inh
O=C(Nc1ccc2c(c1)OCCO2)C1CCN(S(=O)(=O)c2ccc3c(c2)OCCO3)CC1 | -1.29
O=C(NCc1cccs1)c1nn2cccnc2c1Cl | 0.0233
COC(=O)C1=C(C)N(c2ccc(OC)c(OC)c2)C(=O)C1 | 0.299
CCc1sc2nc(SCC(=O)Nc3cc(C)on3)n(-c3cccc(OC)c3)c(=O)c2c1C | -0.209
O=C(CSc1nc2c(cnn2-c2ccc(F)cc2)c(=O)[nH]1)N1CCCc2ccccc21 | -0.68
N#C/C(=N\Nc1cccc(Cl)c1)C(=O)c1ccccc1 | -9.16*
COc1cc(CO)cc(Br)c1OCC(=O)O | 2.45
CCCc1nc2oc3c(NCc4ccccn4)ncnc3c2c2c1COC(C)(C)C2 | 1.09
Cc1c(C(=O)N(C)C)sc(NC(=O)c2cc([N+](=O)[O-])cc([N+](=O)[O-])c2)c1C#N | -1.72
CC(=O)Nc1ccccc1-c1ccc(C)o1 | -0.0238
Cc1ccccc1-n1c(SCC(=O)NCc2cccs2)nnc1-c1ccncc1 | 1.64
COc1ccc(-c2nnc(SCC(=O)c3ccc4c(c3)OCCO4)o2)cc1 | 0.865
CCOc1ccccc1NC(=O)C(=O)/C=C(\O)c1cc(OC)ccc1OC | -9.6*
CC(C)CCNC(=O)[C@H](CC(C)C)NC(=O)[C@H]1O[C@@H]1C(=O)O | -0.0454
C=CCn1c(SCC(=O)Nc2ccc(C(=O)OC(C)C)cc2)nnc1-c1cccs1 | -0.728
Cc1cc(NC(=O)c2ccc(N3C(=O)CCC3=O)cc2)no1 | 0.701
COc1ccc(CCNC(=S)Nc2ccccc2C)cc1 | -0.472
OCCN1CCN(CCSc2ccccc2)CC1 | -2.21
C/C(Cl)=C/Cn1c(SCc2ccc(Cl)cc2)nc2c1c(=O)[nH]c(=O)n2C | 0.0464
CCn1c(C)nc2cc(C(=O)n3cc(C(=O)c4ccccc4O)cn3)ccc21 | -2.28
Cc1cc2oc(=O)cc(CN3CCN(S(=O)(=O)c4ccc5c(c4)OCCO5)CC3)c2cc1C | -2.86
CC(C)(CSc1nncn1/N=C/c1ccco1)NS(=O)(=O)c1ccc(Cl)cc1 | 0.00832
CCOC(=O)N1CCN(CC(=O)Nc2cc(C)nn2-c2nc3ccccc3s2)CC1 | -0.213
Cc1cccc(-c2noc(Cc3ccc(Cl)cc3)n2)c1 | 0.0681
CCN(CC)c1ccc(NC(=O)CSc2nc(C)cc(=O)[nH]2)cc1 | 0.223
CSc1nc(NCc2ccco2)c2sc3nc(C(C)C)c4c(c3c2n1)CC(C)(C)OC4 | -0.0692
CCOC(=O)C1CCCN(c2c(NCCc3ccc(S(N)(=O)=O)cc3)c(=O)c2=O)C1 (stereo not given) | 1.19
CCOC(=O)CSc1nc2ccccc2c(=O)n1CCN1CCOCC1 | 0.404
O=C(O)CONC(=O)c1cc(OCC(F)(F)F)ccc1OCC(F)(F)F | 0.161
O=C(c1ncn[nH]1)N1CCN(c2nc(-c3ccccc3)cs2)CC1 | 0.157
c1ccc(N=C(c2cccs2)N2CCOCC2)cc1 | 0.022
Cc1ccc(CNC(=O)CN2CCCC(C)C2)cc1 (stereo not given) | 0.936
O=C(NCc1ccccc1)C1=C[C@@H](c2ccc3c(c2)OCO3)C[C@@H](OCCCCO)O1 | -0.141
O=C(Nc1ccccc1)c1[nH]ncc1[N+](=O)[O-] | -0.48
O=C(Nc1ccc(Br)cc1)c1cnccn1 | 0.225
COC(=O)C1(O)CC(CC(C)C)=NN1C(=O)c1ccccc1 (stereo not given) | 0.546
O=C(NCC1CCCO1)NC1(C(F)(F)F)Oc2ccccc2O1 (stereo not given) | -1.68
Cc1ccc(C)c(-c2csc(N)c2C(=O)OC(C)C)c1 | -0.425
Cc1cc(=O)oc(C)c1C(=O)NCC(C)C | 0.939
Cc1cc(Oc2ccccc2)nc(N2CCOCC2)n1 | -0.144
CCN(CC)C(=O)Oc1ccc(Cl)c2ccccc12 | -1.5
O=C(NCc1ccc2c(c1)OCO2)C12CC3CC(CC(C3)C1)C2 | 0.549
C=CCNC(=O)NC(=O)COC(=O)c1cccnc1SC | 0.492
Cc1c(C(=O)N2CCCC2)sc(NC(=O)c2ccco2)c1C#N | 0.461
O=S(=O)(C=C(c1ccccc1)c1ccccc1)c1ccccc1 | -0.174
CCOC(=O)C(C)Sc1cc(CS(=O)(=O)c2ccccc2)nc(-c2ccccc2)n1 (stereo not given) | -5.79*
N#Cc1c(NC(=O)CSc2ncnc3c2cnn3-c2ccccc2Cl)sc2c1CCCC2 | -0.758
O=C(Nc1nc2ccc(Cl)cc2s1)C1CCCO1 (stereo not given) | -1.49
COc1ccc(/C=N/NC(=O)c2cccc([N+](=O)[O-])c2)cc1OS(=O)(=O)c1ccccc1 | -1.93
O=C1c2ccccc2C(=O)N1CC1c2ccccc2CCN1C(=O)C1CCCCC1 (stereo not given) | -2.48
O=C(O)C1=C[C@H](c2ccc(F)cc2)C[C@H](OCc2ccc(CO)cc2)O1 | 0.0786
CCCCn1c(SCC(=O)Nc2nnc(C(C)C)s2)nc2c1c(=O)n(C)c(=O)n2C | -1.24
c1ccc(-c2nn3c(Cn4nnc5ccccc54)nnc3s2)cc1 | 0.198
CCOC(=O)c1cccc(NC(=O)COc2ccc([N+](=O)[O-])cc2)c1 | -2.66
Cc1cc(O)c(C(C[N+](=O)[O-])c2ccc(Cl)cc2)c(=O)o1 (stereo not given) | 0.463
Cc1ccc(C)n1Cc1ccc(C(=O)O)cc1 | -0.207
COc1ccc(-c2n[nH]c(=S)o2)c(OC)c1 | 1.16
Cn1c(=NC(=O)c2ccco2)sc2cccc(F)c21 | -0.0437
O=c1c(Cc2ccccc2)c(O)nc2n1CCCS2 | -0.495
O=C(c1ccc(Cl)cc1)c1cn[nH]c1-c1ccccc1O | -1.07
The list continues:
SMILES | Cav3 T inh
CCOc1ccc(-c2nnc(SCc3nnc(-c4ccccc4)o3)n2-c2ccccc2F)cc1 | -0.178
NC(=O)CC(NC(=O)Cc1cccc2ccccc12)c1ccc(NCC2CC2)c([N+](=O)[O-])c1 (stereo not given) | -2.87
O=C(CN1C(=O)c2ccccc2C1=O)Nc1nnc(C2CCCO2)s1 (stereo not given) | 1.12
CCCn1nc([N+](=O)[O-])c(C(C#N)c2nc3ccccc3s2)c(Cl)c1=O (stereo not given) | -4.37*
O=C(NCCc1ccccc1F)C(=O)Nc1nccs1 | 2.12
CCCCCCCCC/C(=N\O)c1ccccn1 | -4.12
Cc1ccc2c(c1)N=C(c1ccc(F)cc1)CO2 | 0.185
COC(=O)C1=NN(c2ccccc2)C2(S1)S/C(=C\c1ccccc1)C(=O)N2c1ccccc1 (stereo not given) | -1.05
CC(Sc1ccc2ccccc2n1)C(=O)O (stereo not given) | 0.291
O=C1CC(c2cccc([N+](=O)[O-])c2)c2ccc3ccccc3c2N1 (stereo not given) | -1.49
CC1=Nc2ccccc2/C1=C/c1sc(=O)n(CC(=O)N2CCCC2)c1O | 0.907
Cc1ccc(NC(=O)c2cc(-c3ccco3)on2)cc1C | -0.167
O=C(Nc1cccc(Cl)c1Cl)c1ccncc1 | 1.3
Cc1cc(C(=O)CC#N)c(C)n1CC(F)(F)F | 0.169
O=C(Nc1ccc(Cl)cc1)N1CCC(c2nc(-c3cccs3)no2)CC1 | -3.04
CCOC(=O)C1CCCN(C2CC(=O)N(c3cccc(C(F)(F)F)c3)C2=O)C1 (stereo not given) | 0.117
CCn1cc(C2=NOC(C(=O)Nc3c(C)nn(Cc4ccc(F)cc4)c3C)C2)c(C)n1 (stereo not given) | 1.31
O=C1CC(c2ccc(F)cc2)Cc2nc(NCC3CCCO3)ncc21 (stereo not given) | -0.0742
CCCNc1nc2c(c(=O)[nH]c(=O)n2C)n1Cc1ccc(F)cc1 | 1.21
CC1(C(=O)O)Cc2ccccc2C(=O)O1 (stereo not given) | 2.26
O=C(CC12CC3CC(CC(C3)C1)C2)NCO | 0.063
COC(=O)c1ccccc1S(=O)(=O)N(CCCO)Cc1cc2c(C)ccc(C)c2[nH]c1=O | -2.52
CCc1cccc(NC2c3ccccc3C(=O)N2c2ccc(C)cn2)c1 (stereo not given) | -4.43*
O=C(c1ccc(F)cc1)C1CCN(C(=O)N2CCOCC2)CC1 | 1.07
O=C(NC(=S)Nc1ccc(N2CCCCC2)cc1)c1cccs1 | -2.32
CCSc1ccccc1C(=O)Nc1cc(C)on1 | 0.137
Cc1ccc(-c2nc(NC(=O)CSc3nnc(C)s3)ns2)cc1 | 0.0793
Cc1cccc(C)c1NC(=O)CS(=O)CC(=O)NC1CCN(Cc2ccccc2)CC1 (stereo not given) | -0.416
C#CCn1c(=NC(=O)c2ccc(Cl)s2)sc2cccc(OC)c21 | 0.0151
CC(NC(=O)C1CCCN(S(=O)(=O)c2cnc[nH]2)C1)c1ccccc1 (stereo not given) | 0.837
COc1cc(OC)c(C(=O)Nc2ccc(S(=O)(=O)Nc3ncccn3)cc2)cc1OC | 0.0391
COCCn1nnnc1C(c1cccs1)N1CCN(c2nc3ccccc3s2)CC1 (stereo not given) | -2.4
O=C(c1ccccc1)N(c1ccccc1)C1C=CS(=O)(=O)C1 (stereo not given) | -0.35
COC(=O)c1ccccc1NC(=O)Nc1cc(C)cc(C)n1 | -0.0198
CCN(CCCNC(=O)CCn1c(=O)[nH]c2ccccc2c1=O)c1ccccc1 | -3.23
COc1ccc(N2CCN(Cc3nc(-c4ccc(Cl)cc4Cl)no3)CC2)cc1 | -0.792

Rewritten with tabs: entries from further up.
Structure	Cav3 T inh
COC(=O)C1=NN(c2ccccc2)C2(S1)S/C(=C\c1ccccc1)C(=O)N2c1ccccc1 (stereo not given)	-1.05
CC(Sc1ccc2ccccc2n1)C(=O)O (stereo not given)	0.291

New compounds follow
SMILES | Cav3 T inh
O=C(NC1CCCCC1)C1CCN(c2nnnn2-c2ccccc2)CC1 | 1.19
COC(=O)c1cn(NC(=O)c2ccncc2)c(=O)c2ccccc12 | 0.134
C=CCn1c(=O)/c(=C/c2ccc(F)cc2)s/c1=C(\C#N)c1nnc2n1CCCCC2 | -0.377
CC(C(=O)N1CCN(C=O)CC1)N1C(=O)c2ccccc2C1=O (stereo not given) | 0.405
C=CCNC(=O)Nc1ccc(OCC)cc1 | -0.682
CCSc1cc(C2C(C#N)=C(N)OC(C)=C2C(=O)OC)c(C)o1 (stereo not given) | -0.479
O=C(NC1CCN(Cc2ccccc2)CC1)C1CCCN(c2nnc(-n3cccc3)s2)C1 (stereo not given) | 0.945
